High-throughput results from PubChem.
H1N1 NS1A inhibition = H1N1 influenza NS1A inhibitors, functional cell based assay (AID 504329); 0.3% of 340,000 active; NS1A functional cell-based assay, percent inhibition; higher % means a stronger effect; inhibition, % at 12.5 µM; hits with a dose series show IC50 in µM; in the data active means a potency from the dose series; inconclusive means inhibition above about 27% without an active follow-up result; further: strong numbers were not always called active
tuberculosis growth = growth inhibition of non-replicating M. tuberculosis (AID 488890); Mycobacterium tuberculosis non-replicating, growth inhibition; higher % means a stronger effect; 0.39% of 320,000 active; one-dose inhibition, % at 25 µM; IC50 in µM for titrated hits; in the data active means a potency from the dose series; inconclusive means inhibition mostly from about 82% at the one dose, without a potency; inactive means the rest, 99 in 100 with inhibition below about 76%;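 further: plate controls were DMSO cells for no effect and high antibiotic wells for full effect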
PhoP GFP inhibition = Inhibition of PhoP regulon, Salmonella typhi GFP reporter cells, confirmation, 4 h (AID 1850); Salmonella Typhi PhoP-promoter GFP reporter, fluorescence, 4 h; higher % means a stronger effect; inhibition, % at 50 µM, or IC50 in µM where a hit was titrated; 0.33% of 310,000 active; in the data active means a potency from the dose series; inconclusive means inhibition mostly from about 25% at the one dose, without a potency; inactive means the rest, 99 in 100 with inhibition below about 19%;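 further: 0% = induced wells with vehicle and 100% = uninduced wells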
M. tuberculosis HTS = M. tuberculosis growth inhibition, HTS (AID 449762); 0.59% of 330,000 active; M. tuberculosis H37Rv growth inhibition, 7H9 media; higher % means a stronger effect; inhibition, % at 25 µM; hits with a dose series show IC50 in µM; in the data active means a potency from the dose series; inconclusive means inhibition above about 70% without an active follow-up result;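 further: bacterial growth assessed after seven days of incubation; strong numbers were not always called active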
VEEV TC-83 Vero = inhibitors of VEEV TC-83 cytopathic effect, confirmation, Vero cells (AID 588727); Vero cells, VEEV TC-83 cytopathic effect inhibition; higher % means a stronger effect; 0.13% of 350,000 active; inhibition, % at 20 µM; hits with a dose series show IC50 in µM; in the data active means a potency from the dose series; inconclusive means inhibition mostly from about 14% at the one dose, without a potency; inactive means the rest, 99 in 100 with inhibition below about 12%; further: strong numbers were not always called active
VEEV TC-83 Vero 10K pilot screen = also measured in VEEV TC-83 Vero; calls as there; inhibition, %; measured here: 10K pilot screen inhibition
* hit, by the source's call; i = inactive; ? = inconclusive; . = no result given. The order is random. About 1.5% of those tested had a hit in this group.

SMILES	H1N1 NS1A inhibition	tuberculosis growth	PhoP GFP inhibition	M. tuberculosis HTS	VEEV TC-83 Vero	others
Fc1ccccc1C1c2cccn2CCN1C(=S)Nc1cccc(Br)c1 (stereo not given)	0.7%	14.3%	3.4%	-1.2%	0.7%
CCNc1nc(NC(C)C)nc(N(C#N)CC(=O)OC)n1	2.4%	22.8%	6.0%	6.0%	0.8%
CCOC(=O)C1CCN(C(=O)/C=C/c2cccs2)CC1	2.8%	72.2%	-1.4%	5.8%	0.2%	VEEV TC-83 Vero 10K pilot screen=0.2
CN(C(=O)c1cccc(NC(=O)Cc2ccc(NC(=O)C3CCN(C(=O)C4CCCC4)CC3)cc2)c1)C1CCCC1	-12.2%	.	.	.	i
CCSc1nnc(NC(=O)c2ccc(Br)s2)s1	19.6%	22.3%	-6.1%	12.7%	2.9%
O=C(CSc1nncn1-c1ccccc1F)NC1CC1	1.9%	-3.2%	.	-10.1%	0.4%
CC(OC(=O)c1cccc(S(=O)(=O)N(C)C)c1)C(=O)NCc1ccc2c(c1)OCO2 (stereo not given)	-15.4%	-11.6%	-3.5%	-1.4%	4.2%
CCOC(=O)[C@H]1[C@H]2COc3ccccc3[C@@H]2N2C(=O)c3ccc(Cl)cc3NC(=O)[C@@]12C	-11.2%	5.5%	19.4%	3.2%	0.8%
Cc1c(NP(=O)(C(C)(C)C)C(C)(C)C)c(=O)n(-c2ccccc2)n1C	4.4%	-7.7%	16.4%	-6.0%	0.7%
O=C(O)c1ccc(N2C(=O)CCCC2=O)cc1	-12.7%	0.5%	2.9%	4.6%	2.4%
COCCNC(=O)c1onc(CSc2cc(C)cc(C)c2)c1C(=O)O	-4.2%	0.3%	-8.3%	-5.5%	1.4%
CCOC(=O)N(NC(=O)C(O)(c1ccccc1)c1ccccc1)c1ccccc1	-5.0%	10.3%	-3.7%	0.9%	0.9%
COc1ccccc1N1CCN(C(=O)NCc2cccc(C(F)(F)F)c2)CC1	-9.9%	3.4%	3.3%	13.7%	4.4%
CCOc1cccc2sc(NC(=O)CC)nc12	-2.3%	0.4%	-3.0%	7.5%	0.8%
O=C(CN1CCN(Cc2ccccc2)CC1)Nc1ccc(N2CCOCC2)cc1	-3.6%	-1.7%	3.3%	0.1%	0.9%
S=c1[nH]nc(-c2ccco2)n1/N=C/c1cccc(Cl)c1Cl	1.9%	-12.9%	-3.0%	-1.4%	1.4%
CCCCOCCCNC(=O)N[C@@H](CCSC)C(=O)OC	-13.9%	-8.9%	-0.6%	-1.9%	i
O=C(CSc1nc2ccccc2s1)N1c2ccccc2Sc2ccc(Cl)cc21	-7.1%	32.7%	1.6%	-2.7%	i
CCCN1Cc2cccc(C(=O)Nc3ccc(OC)c(OC)c3)c2C1=O	-13.7%	.	.	.	1.0%
CCOCCOc1nc(C)cc(C)c1S(=O)(=O)c1ccccc1C	-13.5%	35.0%	-5.4%	-4.9%	i	VEEV TC-83 Vero 10K pilot screen=0.0
Cc1ccccc1N(CC(=O)N/N=C/c1ccc(N(C)C)cc1)C(=O)c1ccccc1	16.9%	18.8%	-1.9%	-1.5%	4.6%
C=CCOc1ccc(CNCCc2ccc(S(N)(=O)=O)cc2)cc1	-1.6%	-3.9%	5.8%	-6.7%	i
COC(=O)Cc1nnc(NC(=O)c2ccccc2)s1	-5.8%	-3.1%	13.4%	1.9%	0.6%
CC(C)(C)c1nc(CN2CCOCC2)ccc1O	-6.9%	18.0%	5.3%	-3.6%	i
Cc1ccc(CN(CC(=O)NC2CCCC2)C(=O)c2csnn2)cc1	-16.7%	4.0%	6.6%	0.2%	0.2%

Structures shown so far containing an aryl thioether with sulfur outside any ring (4):
SMILES	H1N1 NS1A inhibition	tuberculosis growth	PhoP GFP inhibition	M. tuberculosis HTS	VEEV TC-83 Vero	others
CCSc1nnc(NC(=O)c2ccc(Br)s2)s1	19.6%	22.3%	-6.1%	12.7%	2.9%
O=C(CSc1nncn1-c1ccccc1F)NC1CC1	1.9%	-3.2%	.	-10.1%	0.4%
COCCNC(=O)c1onc(CSc2cc(C)cc(C)c2)c1C(=O)O	-4.2%	0.3%	-8.3%	-5.5%	1.4%
O=C(CSc1nc2ccccc2s1)N1c2ccccc2Sc2ccc(Cl)cc21	-7.1%	32.7%	1.6%	-2.7%	i

The listing continues.
SMILES	H1N1 NS1A inhibition	tuberculosis growth	PhoP GFP inhibition	M. tuberculosis HTS	VEEV TC-83 Vero	others
CC(=O)c1ccc(N2CCN(C(=O)c3ccco3)C(C)C2)c(F)c1 (stereo not given)	-9.6%	19.8%	-1.1%	2.8%	i
O=C(Nc1ccccc1)Nc1ccncc1	1.7%	-11.4%	12.5%	-1.4%	i
COc1ccc(OC)c(N(CC(=O)Nc2ccc3c(c2)OCO3)S(=O)(=O)c2ccccc2)c1	8.3%	-1.5%	-3.0%	-4.8%	5.7%
CCOC(=O)c1c(C2COc3ccccc3O2)csc1N (stereo not given)	2.2%	8.8%	-0.2%	15.9%	i
C[C@H](CO)N1C[C@H](C)[C@@H](CN(C)S(=O)(=O)c2ccc(F)cc2)Oc2c(NC(=O)Cc3ccccc3)cccc2C1=O	-19.3%	32.5%	.	11.3%	i
Cc1cccc(C)c1NC(=O)c1cc(S(=O)(=O)N2CCOCC2)cn1C	0.5%	-10.6%	4.7%	-6.0%	0.8%
CN(C)/C=N/c1nc2nccc(-c3ccccc3)n2n1	2.7%	-14.0%	4.9%	-3.5%	0.9%
CCOC(=O)c1ccc(N=Cc2nc(-c3ccccc3)oc2OC(C)=O)cc1	8.1%	?	0.7%	39.2%	2.6%
CCc1ccc2oc(=O)cc(CN3CCC(C)CC3)c2c1	-1.4%	69.9%	-5.4%	.	4.9%
CCN(CC)CCn1c(=S)[nH]c2cc(C(=O)NCc3ccccc3Cl)ccc2c1=O	2.0%	35.0%	3.3%	9.4%	0.7%
O=S1(=O)N=C(N2CCN(Cc3ccc4c(c3)OCO4)CC2)c2ccccc21	-4.6%	0.0%	2.2%	3.7%	i
O=C(c1ccc(=O)[nH]n1)N1CCN(S(=O)(=O)c2ccc(C(F)(F)F)cc2)CC1	-2.0%	-0.8%	.	-6.4%	0.6%
FC(F)(F)c1cccc(OCCOCCn2cncn2)c1	-15.5%	-9.8%	-8.9%	-2.4%	3.2%
CC(=O)c1cnc2c(-c3ccc(Cl)cc3)cnn2c1C	-14.7%	.	-8.7%	-5.2%	i
COC(=O)C1=C(C)C(c2ccc(OC)cc2)NC(=S)N1 (stereo not given)	1.7%	12.0%	-5.4%	2.6%	6.5%
CC(C)(C)NC(=S)NC(=O)C12CCC3CC(CC(C3)C1)C2	0.3%	?	-7.7%	8.7%	1.9%
Nc1cc(S(=O)(=O)N2CCCCC2)ccc1N1CCCCC1	-12.8%	52.9%	.	2.6%	0.5%
CCOC(=O)c1c(C)[nH]c(O)c1C=Nc1ccc(C(F)(F)F)cc1	4.8%	2.6%	3.5%	-0.8%	7.0%
CCOC(=O)C1=C(C)NC(=O)NC1c1cc2c(cc1Br)OCO2 (stereo not given)	-21.1%	5.8%	7.1%	2.1%	3.0%
Cc1ccccc1NP1(=O)OCCCN1Cc1ccccc1Cl (stereo not given)	-23.3%	.	.	.	7.0%
COc1ccc(CCNS(=O)(=O)c2c(C)[nH]c(C)c2C(=O)N2CCCCC2)cc1OC	3.8%	-2.5%	11.7%	3.5%	0.3%
C(=N\c1nc2ccccc2n1Cc1ccccc1)/c1cccs1	2.4%	14.5%	-0.7%	-4.0%	0.3%
O=C(c1ccc(CS(=O)(=O)c2c(Cl)cccc2Cl)o1)N1CCCC1	-5.1%	-1.0%	-12.4%	-7.6%	1.5%
Cc1ccc(NC(=O)c2ccc(COc3ccc4c(c3)CCC4)cc2)c(C)c1	3.9%	-24.4%	-1.9%	-5.3%	0.8%
Cc1ccc(C(=O)N/N=C/c2nc3ccccc3n2C)cc1	-1.4%	?	-5.6%	?	0.8%

Continued; the last 2 above are carried over.
SMILES	H1N1 NS1A inhibition	tuberculosis growth	PhoP GFP inhibition	M. tuberculosis HTS	VEEV TC-83 Vero	others
Cc1ccc(NC(=O)c2ccc(COc3ccc4c(c3)CCC4)cc2)c(C)c1	3.9%	-24.4%	-1.9%	-5.3%	0.8%
Cc1ccc(C(=O)N/N=C/c2nc3ccccc3n2C)cc1	-1.4%	?	-5.6%	?	0.8%
CN(C)S(=O)(=O)c1ccc(C(=O)OCc2ccc([N+](=O)[O-])cc2)cc1	15.5%	47.5%	-11.2%	1.4%	2.2%
O=C(O)c1cccc(Nc2c3ccccc3nc3ccccc23)c1	-4.6%	54.4%	1.4%	9.9%	2.5%
Cc1ccc(CN2C(=O)C(C)Nc3ncnc(N4CCOCC4)c32)cc1 (stereo not given)	5.0%	29.5%	-22.7%	-5.0%	0.1%
CN(CC(=O)Nc1c(Cl)cccc1Cl)C(=O)c1ccc2ccccc2n1	-4.7%	.	.	.	2.9%
CC1CC(C)CN(S(=O)(=O)c2ccc(C(=O)OCC(=O)NCCN3C(=O)CSC3=O)cc2)C1 (stereo not given)	-6.0%	-5.1%	6.3%	0.8%	1.2%
Cc1ccnc(NS(=O)(=O)c2ccc(NC(=O)C3CCCCC3C(=O)O)cc2)n1 (stereo not given)	3.9%	15.2%	9.4%	-4.1%	1.3%
CCOc1ccccc1C1CC(c2ccc(Cl)cc2)Nc2nc(N)nn21 (stereo not given)	1.5%	40.4%	-8.0%	-2.2%	0.6%
OC(c1ccccc1)C(CN1CCOCC1)c1ccccc1 (stereo not given)	-19.4%	-3.5%	8.0%	-3.3%	0.5%
O=C1Nc2ccccc2C(=O)N2C[C@@H](O)C[C@H]12	-27.2%	-0.4%	5.8%	4.8%	0.5%
CN(CC(=O)Nc1ccc(Cl)c(C(F)(F)F)c1)C(=O)c1cccc(N2C(=O)CCC2=O)c1	-3.5%	14.7%	.	-6.9%	2.9%
CCC(=O)c1ccc(OCc2cn(CC(=O)c3ccc(O)cc3)nn2)cc1	-3.9%	.	.	.	i
CCCn1c(N)c(N(CCOC)C(=O)c2c(CC)noc2C)c(=O)[nH]c1=O	-4.9%	.	.	.	1.9%
C=CCNC(=O)C1COc2ccccc2O1 (stereo not given)	-9.9%	59.0%	2.1%	-3.4%	0.4%
Cc1cc(Cl)n2ncc(-c3ccccc3)c2n1	7.3%	32.0%	2.8%	6.7%	?
O=C(CSc1nc2c(cnn2-c2ccccc2)c(=O)[nH]1)c1ccc(Cl)cc1	-9.5%	20.4%	-2.2%	11.3%	2.4%
CC1(OC(=O)CCc2ccccc2)C(=O)C=C2C=C(c3ccc(C#N)cc3)N(c3ccccc3)C=C2C1=O (stereo not given)	7.8%	-6.8%	3.9%	1.5%	1.3%
O=C1c2ccc(-c3ccc(Cl)c(C(F)(F)F)c3)cc2S(=O)(=O)c2cccc(C(=O)N3CCN(c4ccc(Cl)cn4)CC3)c21	0.5%	38.1%	.	3.1%	2.1%
O=C1CC(Cc2ccccc2)C(=O)N1CCc1ccc2c(c1)OCO2 (stereo not given)	-9.1%	21.1%	-22.8%	1.9%	2.4%
COCc1ccc(CN2CCCC(C(=O)Nc3ccccc3-c3ccc(OC)cc3)C2)o1 (stereo not given)	-3.0%	5.0%	-4.5%	4.8%	0.4%
Cc1ccc(NCc2nnc(SCC(=O)NCCc3ccccc3)n2C)cc1	-1.4%	.	.	.	i
CCn1cc(C(=O)OCC(=O)Nc2cccc(S(=O)(=O)N3CCOCC3)c2)c(=O)c2ccc(C)nc21	-1.9%	10.0%	1.9%	0.5%	2.3%
Cc1nnc(NC(=O)c2oc3ccccc3c2C)s1	27.0%	-4.4%	-4.2%	-7.9%	5.2%
COc1cccc(OCCCn2ccnc2)c1	-7.7%	25.7%	-10.8%	7.7%	0.8%
COCCN(C(=O)CSc1nc2ccccc2o1)c1c(N)n(Cc2ccccc2)c(=O)[nH]c1=O	-13.7%	.	.	-7.6%	6.4%
COc1ccc(CN(C)CCCn2cnc(C(=O)Nc3ccc(C)c(C)c3)n2)cc1OC	5.2%	.	.	.	i
Fc1ccc(OCc2nc(-c3ccncc3)n[nH]2)cc1	5.4%	6.2%	-3.6%	2.1%	0.1%
COc1ccccc1Nc1ccc2nonc2c1[N+](=O)[O-]	-6.1%	-9.7%	-0.7%	-0.9%	1.2%
O=C(c1ccc(Cl)cc1[N+](=O)[O-])N1CCOCC1	-1.5%	-3.2%	5.4%	0.3%	1.0%
O=C(Nc1ccc(S(=O)(=O)Nc2nccs2)cc1)C1CC(=O)N(c2ccccc2)C1 (stereo not given)	-13.6%	56.1%	9.2%	54.4%	0.4%
O=C1NC(=S)N(c2ccc(F)cc2)C(=O)/C1=C/c1ccco1	.	-4.8%	11.2%	7.1%	.
